# Source: PubChem BioAssay
# yeast sgs1 mgt1 – NCI yeast anticancer drug screen, S. cerevisiae sgs1 mgt1 strain; 78,000 tested, 10% active; growth inhibition, % at 50 µM; AID 161;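 also: 0% = growth of vehicle-only cultures of the same strain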
#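 This yeast growth screen uses a strain with defined DNA-repair lesions; compound-treated growth is compared with vehicle-treated growth.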
# mec2-1 – NCI yeast anticancer drug screen, S. cerevisiae mec2-1 strain; growth inhibition, % at 50 µM; 79,000 tested, 9% active;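 also: 0% = growth of vehicle-only cultures of the same strain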
#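 Readout is yeast growth inhibition, normalised to vehicle-treated controls, in the mec2-1 strain exposed to compound.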
# yeast rad50 – NCI yeast anticancer drug screen, S. cerevisiae rad50 strain. % growth inhibition at 50 µM. 79,000 tested, 10% active;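 also: 0% = growth of vehicle-only cultures of the same strain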
#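 Genetically altered yeast (DNA repair pathway); compound treatment; growth inhibition vs vehicle ctrl.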
# yeast bub3 – NCI yeast anticancer drug screen, S. cerevisiae bub3 mutant strain | % growth inhibition at 50 µM | 78,000 tested, 9.9% active;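 also: 0% = growth of vehicle-only cultures of the same strain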
#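 Readout: yeast growth inhibition, expressed relative to vehicle-only wells. The test organism is a mutant strain from a panel with lesions in DNA repair or checkpoint genes.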
# yeast cln2 rad14 – NCI yeast anticancer drug screen, S. cerevisiae cln2 rad14 strain; 78,000 tested, 8.3% active; growth inhibition, % at 50 µM;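 also: 0% = growth of vehicle-only cultures of the same strain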
#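 Test compounds were added to cln2 rad14 yeast cultures; inhibition of growth was then determined by comparison with vehicle treatment.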
# yeast mlh1 rad18 – NCI yeast anticancer drug screen, S. cerevisiae mlh1 rad18 strain; % growth inhibition at 50 µM; 79,000 tested, 11% active; AID 175;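 also: 0% = growth of vehicle-only cultures of the same strain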
#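 Vehicle-treated cultures served as the reference for growth inhibition in a yeast strain carrying DNA damage repair alterations exposed to each compound.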
# Starred values were filed as active, the others as inactive; . = not tested or not shown; & = joins results of further samples. Rule as the data show it: active = growth inhibition above about 70%; inactive = the rest. Only part of the results is shown; rates above refer to the full screens.
# Values run as follows: yeast sgs1 mgt1	mec2-1	yeast rad50	yeast bub3	yeast cln2 rad14	yeast mlh1 rad18
NC(CC(=O)O)P(=O)(O)O (stereo not drawn)
  -2	15	-9	5	-18	24
CCC(CN)c1ccccc1 (stereo not drawn)
  3	-1	14	-14	1	-9
C=CC[As+](c1cccc2ccccc12)(c1cccc2ccccc12)c1cccc2ccccc12
  -15	-14	-62	5	-33	-12
ClC1CCCCC1[Se](Cl)(Cl)C1CCCCC1Cl (stereo not drawn)
  100*	99*	99*	96*	98*	99*
CCOC(=O)C(CC(C)C)NC(=O)C(N)Cc1ccc(N(CCCl)CCCl)cc1 (stereo not drawn)
  -27	-9	-2	-30	-18	.
COC(=O)COC1CC[CH-]CC1.[Cl-].[Cl-].[Cl-].[Cl-].[Cl-].[Sb+5].c1ccncc1
  19	8	21	5	18	13
NC1(P(=O)(O)O)CCCCC1
  -22	-3	2	-32	-52	-10
CC(=O)[CH-]C(=O)c1ccccc1.CC(=O)[CH-]C(=O)c1ccccc1.C[C@]12CCC(=O)C=C1CC[C@@H]1C2CC[C@@]2(C)C1CC[C@]2(C)[O-].C[C@]12CCC(=O)C=C1CC[C@@H]1C2CC[C@@]2(C)C1CC[C@]2(C)[O-].Cl.[Ti+4] (stereo partly drawn)
  85*	85*	87*	85*	86*	81*
COc1cc([C@@H]2c3cc4c(cc3C[C@@H]3COC(=O)C32)OCO4)cc(OC)c1O (stereo partly drawn)
  78*	99*	97*	89*	86*	97*
O=NNc1cccc(NN=O)n1
  -34	-23	47	-26	-3	-3
CNCC(O)c1ccc(O)c(O)c1.[Pt].c1ccc([PH+](c2ccccc2)c2ccccc2)cc1.c1ccc([PH+](c2ccccc2)c2ccccc2)cc1
  99*	99*	99*	99*	99*	99*
CCOC(=O)C(CC(C)C)NC(=O)C(Cc1ccc(N(CCCl)CCCl)cc1)NC(C)=O (stereo not drawn)
  26	2	14	-6	21	18
O=C(CCl)Oc1ccc(Br)cc1
  4	-1	35	28	-12	-31
CC/C(=C(/CC)c1ccc(OP(N)(=O)N(CCCl)CCCl)cc1)c1ccc(OP(N)(=O)N(CCCl)CCCl)cc1 (stereo not drawn)
  35	6	17	0	-10	67
O=C(O)C1C2CCC(O2)C1C(=O)O (stereo not drawn)
  -12	4	-23	-2	-25	-1
CCC[CH2][Pb]([Cl])([CH2]CCC)[CH2]CCC
  92*	92*	88*	90*	91*	.
[Cl][Pt+2][Cl].[NH-]C(c1ccccc1)C([NH-])c1ccccc1 (stereo not drawn)
  2&19	0&-21	11&-23	-2&-3	22&19	29&-18
[C-]#[O+].[C-]#[O+].[Ni].c1ccc([PH+](CC[PH+](c2ccccc2)c2ccccc2)CC[PH+](c2ccccc2)c2ccccc2)cc1
  -22	0	-23	8	4	-10
CC(=O)CC(C)C(=O)O (stereo not drawn)
  -10	-12	-4	-6	-27	-1
CC(C)(C)C1=C(Br)C(F)(C(C)(C)C)OP1(=O)c1ccccc1 (stereo not drawn)
  90*	92*	89*	90*	91*	92*
ClCCCBr
  -11	-7	29	24	13	22
c1cc(CCN2CCCCC2)ccn1
  -26	-6	-3	-21	-82	-25
c1ccc(N2CCNCC2)cc1 (tested in a mixture with another compound)
  -6&-26	-16&7	6&-18	10&10	-48&-4	-5&-28
COc1ccc(/C=C/c2cc(OC)c3c(c2)OCO3)cc1O
  -10	5	4	2	1	-8
CC[C@@]1(O)C[C@H](OC2CC(N)C(O)C(C)O2)c2c(O)c3c(c(O)c2[C@H]1C(=O)OC)C(=O)c1cccc(O)c1C3=O (stereo partly drawn)
  80*	87*	78*	77*	67	80*
CCn1c(O)c(C(=O)Nc2cccs2)c(=O)n(CC)c1=S
  -26	-9	-9	-9	23	-9
CC(=O)Nc1ccc([As](=O)(O)O)cc1[N+](=O)[O-]
  0	-12	1	23	-3	16
Oc1ccc(Cl)cc1
  18	-20	17	-10	-48	17
CC[n+]1c(-c2ccccc2)c2cc(N)ccc2c2ccc(N)cc21
  32&23	4&4	83*	5&53	35&12	35&20
O=C(c1ccccc1)c1c(CC(O)c2ccccn2)n(C(=O)c2ccccc2)c2ccccc12 (stereo not drawn)
  82*	47	78*	74*	66	84*
OC1(C#[C][Hg][C]#CC2(O)CCCCC2)CCCCC1
  91*	90*	95*	97*	97*	95*
O=[N+]([O-])c1ccc(OCc2ccc(Cl)c(S(=O)(=O)F)c2)c(Cl)c1
  30	-8	-18	21	-24	24
C[Se]C([Se]C)=C([Se]C)[Se]C
  52	99*	30	0	45	85*
CCCCCCC[CH2][Sn][CH2]CCCCCCC.Nc1ncnc2c1ncn2C1OC(CO)C2[OH+][OH+]C21 (stereo not drawn)
  9	5	20	2	-4	12
N#Cc1cccc([N+](=O)[O-])c1
  -27	0	-18	-10	31	-19
BrC(Br)c1cccc(C(Br)Br)c1
  27	38	56	64	38	57
CCCC/C=C(/C)C1(CC)C(=O)NC(=O)NC1=O
  -2	14	5	-7	-28	5
CNC(=O)Oc1ccccc1C1C=CCC1 (stereo not drawn)
  5	6	5	12	3	5
O=C(NC1CCCCC1)Oc1ccc2ccccc2c1
  2	24	-4	30	-9	7
COc1cc(-c2[nH]ccc2Cl)oc1C1=C2N=C3C=C2C(C(C)C)C1CCCCCCCC3 (stereo not drawn)
  89*	84*	85*	88*	89*	90*
OCCN(C1C=CCC1)C1CCCCC1 (stereo not drawn)
  -8	-1	-11	-4	-30	-4
CC(C)(O)/C=C/C(=O)[C@](C)(O)[C@H]1[C@H](O)C[C@@]2(C)[C@@H]3CC=C4[C@@H](C[C@H](O)C(=O)C4(C)C)[C@]3(C)C(=O)C[C@]12C
  -7	-15	8	-13	1	2
CCP(c1ccccc1)c1ccccc1
  13	12	0	-41	1	-12
COCCCNP(=S)(OC)OC
  2	2	0	11	-26	8
COc1c(NC(=O)CC(C)=O)[c]([Hg][O]C(C)=O)c(OC)c(Cl)[c]1[Hg][O]C(C)=O
  94*	94*	92*	93*	89*	88*

# Compound profiles, as listed above. Order of screens: yeast sgs1 mgt1, mec2-1, yeast rad50, yeast bub3, yeast cln2 rad14, yeast mlh1 rad18
# Shown for `COCCCNP(=S)(OC)OC` : 2, 2, 0, 11, -26, 8
# Shown for `C[Se]C([Se]C)=C([Se]C)[Se]C` : 52, 99*, 30, 0, 45, 85*

# (listing goes on)
# Values run as follows: yeast sgs1 mgt1	mec2-1	yeast rad50	yeast bub3	yeast cln2 rad14	yeast mlh1 rad18
Cc1cc(-c2ccccc2)cc(C)[n+]1[O-]
  55	28	21	-13	-31	5
COc1cc(C2c3cc4c(cc3OC3(OC)COC(=O)C23)OCO4)cc(OC)c1OC(C)=O (stereo not drawn)
  -2	0	-9	-25	-7	8
CC(C)NC(C)C
  24	-1	-5	4	4	27
O=S(=O)(Nc1nccs1)c1ccc([As](=O)(O)O)cc1
  -33	-12	9	-33	2	-9
NNc1ccccc1Cl
  92*	91*	89*	89*	89*	88*
CC[C@@]1(O)CC(OC2CC(N3CCOCC3)C(O)C(C)O2)c2c(O)c3c(c(O)c2[C@H]1O)C(=O)c1cccc(O)c1C3=O (stereo partly drawn)
  49	51	59	99*	97*	51
Cc1ccc(C2(c3ccc(C)c(O)c3C)CCN(C)CC2)c(C)c1O
  -12	4	-8	-17	-18	3
CC1=C(Cl)C=CP(=O)(Oc2ccccc2)C1 (stereo not drawn)
  -12	-14	20	-6	29	-8
CCNP(=S)(OCC)OCC
  5	3	-9	-3	-4	-4
COC1CCC2NCCNC2C1 (stereo not drawn)
  -10	-6	6	-9	-23	2
C1CCC(N(C2CCCCC2)C2CCCCC2)CC1
  6	-23	1	6	-50	-14
CC(C)=CCC12Cc3ccc(O)cc3C(C(C)CN1)C2C (stereo not drawn)
  28	10	-2	11	12	26
COc1ccc(/C=C/C(=O)c2c(-c3ccccc3)nn(C)c(=O)c2N2CC2C)cc1 (stereo not drawn)
  -10	20	-12	-5	-7	-13
COP1(=S)OCC(C(C)(C)C)CO1 (stereo not drawn)
  -2	1	7	26	-14	-4
COC(=O)CC1(C(=O)O)CC2(Cl)C(Cl)=C(Cl)C1(Cl)C2(Cl)Cl (stereo not drawn)
  75*	47	66	37	84*	61
[C-]#[O+].[C-]#[O+].[C-]#[O+].[Ni].c1ccc([PH+](CC[PH+](c2ccccc2)c2ccccc2)CC[PH+](c2ccccc2)c2ccccc2)cc1
  47	38	44	43	33	46
[Cl][Hg][c]1ccccc1N=Nc1ccccc1
  94*	99*	92*	98*	97*	95*
Oc1ccccc1C1NCCc2[nH]cnc21 (stereo not drawn)
  14	11	39	4	31	8
O=S(=O)(Nc1ccc(-c2ccccc2)cc1)c1ccc([As](=O)(O)O)cc1
  54	25	39	19	-2	40
Cc1nc(N)c(N2CCNCC2)c(=O)[nH]1
  -25	6	-50	3	12	-34
Cc1cc(C)c(CCl)cc1CCl
  26	-6	16	-7	-7	28
O=[N+]([O-])c1ccc([As](=O)(O)O)cc1
  12	-16	0	-12	-26	41
CCOC(=O)C(=O)CC(=O)[C@H]1CC[C@H]2[C@@H]3CC[C@@H]4C[C@H](O)CC[C@]4(C)[C@H]3C(=O)C[C@]12C
  41	15	31	-4	37	35
CO/C1=C\C(C)=C\C(C)C(O)C(C)C/C(C)=C/C=C/C(OC)C(C(C)C(O)C(C)C2(O)CC(O)C(C)C(C(C)C)O2)OC1=O (stereo not drawn)
  84*	77*	85*	86*	74*	81*
O=C(NCCO)c1cc(N(CCCl)CCCl)c([N+](=O)[O-])cc1[N+](=O)[O-]
  -68	-56	-48	-49	-8	-40
CC[CH2][Sn](=[O])[c]1ccccc1
  57	72*	62	51	42	78*
COc1ccc2c3c1O[C@]1(C)C34CCN(C)C(C2)C42C=C[C@@]1(OC)c1c(O)ccc(O)c12
  -13	-13	7	-11	8	-1
C=CN1CCN(c2ccccc2)P1(=O)Oc1ccccc1 (stereo not drawn)
  -5	-36	-2	-15	1	-7
N/C(=N\N=C1CCCC1)N[N+](=O)[O-]
  28	12	28	15	16	27
CCCCCCCCCCCCCCCC[As](CCCCCCCCCCCCCCCC)SCC1OC(OC(C)=O)C(OC(C)=O)C(OC(C)=O)C1OC(C)=O (stereo not drawn)
  6	3	-4	-20	1	-21
CC(C)CCC[C@@H](C)[C@H]1CC[C@H]2[C@@H]3CC[C@H]4C[C@H](NCCCl)CC[C@]4(C)[C@H]3CC[C@]12C
  49	44	52	42	51	55
N#CC12C3C4CC5C6C4C1C6C(O)(C53)N2Cc1ccccc1 (stereo not drawn)
  -26	3	-7	-8	-11	-15
C=C[C](=C)[Pb]([CH2]C)([CH2]C)[CH2]C
  -10	5	-7	-11	14	6
CCC1(C(C)=O)CN2CCc3cc(OC)c(OC)cc3C2N2CCc3ccc(OC)c(OC)c3C21 (stereo not drawn)
  98*	98*	97*	98*	97*	98*
C[N+](C)=C(Cl)Cl
  -8	-30	2	-8	4	-13
C/C=C1/CN2CCC34C(=C(C(=O)OC)C1CC23)Nc1ccc(O)cc14 (stereo not drawn)
  28	2	3	2	-4	-61
Cc1cc(N(CCCl)CCCl)ccc1NC(=O)c1ccccc1
  7	9	6	9	-30	16
CC1(C)N=C(N)N=C(N)N1c1ccc(CCC(=O)Nc2ccc(S(=O)(=O)F)cc2)cc1
  77*	87*	28	-1	-29	54
[O-][n+]1c2ccccc2nn1-c1ccc(N(CCCl)CCCl)cc1
  -2	0	7	-17	-7	-22
NCCN.NCCN.O=C([O-])CCl.O=C([O-])CCl.[Co+3].[O-][Cl+3]([O-])([O-])[O-]
  -43	3	-24	-18	8	-9
CC1(C)C=C(NC(=O)N2CC2)C(C)(C)N1O
  -2	11	13	35	10	1
c1ccc(CN2C3CCCC2CC(c2ccccc2)C3)cc1 (stereo not drawn)
  80*	64	80*	66	72*	86*
N=C(N)N.[O]=[Cr](=[O])([OH])[OH]
  37	-40	29	27	11	31
CC(C)CCCC(C)CO[P+](=O)OCC(C)CCCC(C)C (stereo not drawn)
  18	7	32	6	20	1
N=C(N)N
  -10&-18&-15&-6&-4	2&-4&-16&-10&4	19&-26&-11&12&-22	3&-16&20&-9&0	-14&-59&-14&-14&-27	2&-6&-4&37&6
CC(=O)OC1(C#N)CC2OC1C1NC21 (stereo not drawn)
  18	-9	6	-15	9	-13

# Part of the list above in order of molecular weight, rising.
# Values run as follows: yeast sgs1 mgt1	mec2-1	yeast rad50	yeast bub3	yeast cln2 rad14	yeast mlh1 rad18
NC1(P(=O)(O)O)CCCCC1
  -22	-3	2	-32	-52	-10
CC(=O)Nc1ccc([As](=O)(O)O)cc1[N+](=O)[O-]
  0	-12	1	23	-3	16
C[Se]C([Se]C)=C([Se]C)[Se]C
  52	99*	30	0	45	85*
